Eya2 inh: Eya2 (human) phosphatase inhibition. O00167. recombinant Eya2, OMFP fluorescence dephosphorylation (OMFP is methylfluorescein phosphate). Potency, µM (titrated, usually from 76.9 µM), for inactives: top-dose activity, negative = inhibition, hits mostly inhibitors. actives 0.006% (n = 330,000). AID 488837; further: potency means the concentration at half of the fitted maximal effect
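Eya2 protein (added as 0.2 uM solution) was preincubated with compound for 10 min at ambient temperature in 50 mM HEPES pH 7.5, 50 mM NaCl, 5 uM MgCl2, 0.05% BSA, 1 mM DTT. OMFP (added at 50 uM) then reacted 10 min; fluorescence read at 485/525 nm.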
KCNH2 3.1 block: KCNH2 3.1 (human) potassium channel inhibition. U2OS KCNH2 3.1, thallium flux FluxOr; stronger effect = lower value. activity change, % (tested at about 1.8 µM). actives 0.95% (n = 340,000);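 active means maximum activity change below -70%; inconclusive means maximum activity change from -70% to -50%; inactive means maximum activity change above -50%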;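 further: thallium influx rate constant from kinetic fluorescence after stimulation buffer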
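Channel expression came from 3.1 mutant virus (1.77 x 10^8 /mL) applied to suspended U2OS cells for 4 h. Flux was tracked with FluxOr dye plus Red40 quencher, and kinetic rate constants normalized to controls.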
Giardia kill: Giardia lamblia killing. Giardia lamblia trophozoite viability. activity change, % at 7.66 µM, hits read low. actives 0.15% (n = 340,000). AID 540267; in the data active means activity change below about -80%; inconclusive means between about -30% and that limit;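 further: parasites exposed to compound for two days anaerobically before the ATP read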
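Trophozoite viability was measured as ATP-dependent luminescence, read 15-30 min after reagent addition. Before that, parasites at 100 cells/well were exposed to compounds for 48 h, anaerobically, at 37 deg C.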
FBPA coupling cs: counter-screen for Giardia aldolase inhibitors: coupling enzyme system | activity change, negative = inhibition, % at 58.2 µM, hits read low | actives 0.67% (n = 290,000) | coupling enzyme system counterscreen, AmpLite Red fluorescence; in the data active means activity change below about -30%
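Coupling enzymes only (glyceraldehyde-3-phosphate) + compound, at 57.5 uM final, 10 min RT; add substrate/coupling/AmpLite Red mix, 20 min RT; fluorescence ex 525/em 598 nm. Actives flag coupling-system interference.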
hERG WT inh: inhibitors of human wildtype KCNH2 potassium channel; Q12809; U2OS, BacMam KCNH2, thallium flux FluxOr; stronger effect = lower value; activity change, % at 1.84 µM; actives 0.37% (n = 340,000); AID 720551;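 active means maximum activity change below -70%; inconclusive means maximum activity change between -70% and -50%; inactive means maximum activity change above -50%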
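U2OS cells transduced with wild-type KCNH2 virus are loaded with FluxOr dye for 45 min, and thallium flux is measured in kinetic reads before and after stimulation buffer. Rate constants are normalized to DMSO controls.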
uPA surface inh: cell surface uPA generation inhibition. actives 0.31% (n = 330,000). cell surface uPA generation assay, qHTS. Potency, µM (top dose mostly 38.3 µM), inactives show at the highest dose activity change, negative = inhibition, hits mostly inhibitors; active means well fitted inhibition curve with a large enough effect; inconclusive means small, poorly fitted or top-dose-only effect; inactive means no such curve, though single readings can be large or run the other way; tested in mouse RAW 264.7 cells; further: potency means the concentration at half of the fitted maximal effect; nearly all actives have a fitted effect of over 55% in size
Chronic BCR inh: inhibitors of chronic active B-cell receptor signaling | Potency, µM (series often up to 46.1 µM), without a hit: top-dose ratio change, negative = lower green/red ratio, hits mostly inhibitors | actives 0.05% (n = 340,000) | AID 493014 | ABC-DLBCL IkBa-CBG/CBR reporter, luminescence ratio, 4 h; active means well fitted inhibition curve with a large enough effect in the signal ratio, with a control signal flat, not every such curve was filed as active; inconclusive means small, poorly fitted or top-dose-only effect, or effect the other way, or a change in a side signal; the % refers to the signal ratio;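 further: potency means the concentration at half of the fitted maximal effect; plate controls were basal doxycycline-induced cells for no effect and cells given 10 µM MG132 for full effect; MG132 reads +100%, hits lower the ratio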
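Compounds up to 46 uM were incubated four hours with TMD8 cells whose green CBG68 luciferase is fused to IkappaBalpha; red CBR luminescence normalised the signal, and concentration-effect curves were fitted to fusion, red and ratio data.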
GALK inhibitor: blocks human galactokinase activity; actives 0.007% (n = 270,000); Potency, µM (series often up to 57.5 µM), inactives show at the top dose activity change, negative = inhibition, hits mostly inhibitors; Purified GALK, Kinase-Glo residual ATP luminescence; further: potency means the concentration at half of the fitted maximal effect
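Human GALK (5 nM) with 35 uM ATP and 100 uM galactose in 20 mM HEPES pH 8.0, 5 mM MgCl2, 60 mM NaCl, 1 mM DTT, 0.01% BSA. After 1 h at room temperature, leftover ATP was read by Kinase-Glo Plus luminescence.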
USP2a inh: blocks human ubiquitin-specific protease USP2a; USP2 core, Ub-CHOP2 coupled fluorogenic reporter, 485/531; Potency, µM (highest dose often 38.3 µM), inactives show at the top dose activity change, negative = inhibition, actives largely listed as inhibitors; actives 0.01% (n = 330,000);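 further: potency means the concentration at half of the fitted maximal effect; plate controls were DMSO wells for no effect and full inhibition by NEM control for full effect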
Target sequence (O75604 whole entry, looked up): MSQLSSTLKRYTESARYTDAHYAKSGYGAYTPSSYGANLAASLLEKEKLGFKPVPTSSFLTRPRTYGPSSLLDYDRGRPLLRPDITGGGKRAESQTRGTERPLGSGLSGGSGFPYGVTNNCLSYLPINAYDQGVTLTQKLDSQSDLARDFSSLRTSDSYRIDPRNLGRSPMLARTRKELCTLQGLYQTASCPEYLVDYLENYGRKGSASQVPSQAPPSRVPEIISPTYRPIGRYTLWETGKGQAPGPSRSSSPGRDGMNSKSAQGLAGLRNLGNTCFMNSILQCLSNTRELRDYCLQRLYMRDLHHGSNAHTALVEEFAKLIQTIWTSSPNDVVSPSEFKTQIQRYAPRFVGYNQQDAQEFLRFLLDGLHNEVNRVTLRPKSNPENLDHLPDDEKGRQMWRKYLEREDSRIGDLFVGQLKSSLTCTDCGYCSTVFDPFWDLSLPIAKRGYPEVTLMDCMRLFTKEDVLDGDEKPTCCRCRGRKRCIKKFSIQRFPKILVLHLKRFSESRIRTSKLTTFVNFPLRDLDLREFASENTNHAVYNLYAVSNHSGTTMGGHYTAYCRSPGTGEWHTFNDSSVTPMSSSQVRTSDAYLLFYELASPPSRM
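Deubiquitinase activity read as fluorescence (485/531 nm) after Ub-CHOP2 cleavage activates the enterokinase reporter on its substrate; USP2 core 10nM, Ub-CHOP2 and substrate 25nM each, 30min compound preincubation then 60min RT; data normalized to NEM, curves fitted.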
PKM2 activator: increases activity of human pyruvate kinase M2 | P14618 | purified PKM2, Kinase-Glo ATP luminescence, activation; response scale: 0% is enzyme alone, no compound | Potency, µM (titrated, usually from 57.5 µM), inactives show at the highest dose activation, actives largely listed as activators | actives 0.34% (n = 260,000) | AID 1631; further: potency means the concentration at half of the fitted maximal effect; nearly all actives have a fitted effect of over 55% in size
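Kinase-Glo luminescence reports ATP generated from ADP (0.1 mM) and PEP (0.5 mM) by purified hPK-M2 after 1 h at room temperature, pH 7.2 imidazole buffer; intermediate enzyme activity allows detecting inhibitors and activators.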
B2AR arrestin: recruits beta-arrestin to the human beta2-adrenergic receptor. beta-arrestin recruitment to beta2AR, cell-based reporter. P07550. Potency, µM (doses to about 46.1 µM), inactives show top-dose activation, usual class: activators. actives 0.02% (n = 330,000);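 further: potency means the concentration at half of the fitted maximal effect; 0% = DMSO controls and full agonism = EC100 isoproterenol or metaproterenol; nearly all actives have a fitted effect of over 65% in size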
Target sequence (P07550 whole entry, looked up): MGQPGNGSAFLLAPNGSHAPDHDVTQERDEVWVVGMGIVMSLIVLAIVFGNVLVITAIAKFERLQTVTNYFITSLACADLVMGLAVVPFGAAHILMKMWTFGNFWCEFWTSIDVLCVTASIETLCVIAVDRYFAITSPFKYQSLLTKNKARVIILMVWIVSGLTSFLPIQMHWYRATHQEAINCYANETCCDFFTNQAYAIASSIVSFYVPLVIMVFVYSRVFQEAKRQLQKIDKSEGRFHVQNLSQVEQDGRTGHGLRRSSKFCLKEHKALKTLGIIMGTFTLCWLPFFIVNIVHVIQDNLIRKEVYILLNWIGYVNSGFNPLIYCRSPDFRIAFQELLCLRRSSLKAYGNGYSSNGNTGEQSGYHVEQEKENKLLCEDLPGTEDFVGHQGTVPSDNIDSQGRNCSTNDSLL
Starred values were filed as active, the others as inactive; u = inconclusive; x = not tested or not shown; & = joins results of further samples. Unless noted, the call rests on the fitted dose curve; in most records, active means well fitted curve in the direction sought with a large enough effect; inconclusive means small, poorly fitted or top-dose-only effect, or another doubt; inactive means no such curve, though single readings can be large; an effect the other way counts as inactive or inconclusive. Unless noted, on the % scale 0 is the no-effect control and ±100 the full control effect.

SMILES | Eya2 inh | KCNH2 3.1 block | Giardia kill | FBPA coupling cs | hERG WT inh | uPA surface inh | Chronic BCR inh | GALK inhibitor | USP2a inh | PKM2 activator | B2AR arrestin
Cc1cc2nc3s/c(=C/c4ccc(-c5ccccc5C(=O)O)o4)c(=O)n3c2cc1C | 3% | -7 | -4 | 4 | -23 | -3% | -1% | x | -1% | x | 0.1%
C/C(=N\NC(=O)CSc1nc2ccccc2s1)c1ccco1 | -3% | -6 | -11 | -3 | 1 | -9% | u | 1% | -1% | 9% | -0.1%
CCCNc1nc2c(c(=O)[nH]c(=O)n2C)n1CCOc1ccccc1 | -5% | 9 | -16 | -1 | -3 | -2% | -6% | 5% | 0% | x | 2.6%
CCCCCn1nc(C)c(/C=N\NC(=O)c2cc(C)oc2C)c1C | -7% | -12 | -2 | -1 | -5 | -12% | u | -3% | -5% | 10% | 0.1%
COc1ccc(C2C(C(=O)Nc3ccccc3)=C(C)Nc3nc(CCCO)nn32)cc1 (configuration not stated) | 9% | -10 | -7 | -1 | -14 | x | 1% | -2% | 2% | 1% | -0.3%
Cc1c(C(=O)N2CCC2)oc2ccc(Br)cc12 | -1% | -45 | 6 | x | 2 | 1% | u | x | 0% | x | -0.6%
O=C(CCCc1cccs1)Nc1nc2c(s1)CCCC2 | 13% | 1 | -21 | -3 | 3 | 2% | 5% | 0% | -4% | -3% | -0.2%
O=C(O)C(Cc1ccc(O)cc1)N1C(=O)C2CCCCC2C1=O (configuration not stated) | 3% | -12 | 8 | 2 | 1 | 7% | -27% | -5% | 4% | 7% | 0.7%
Cn1c2ccccc2c(=O)c2ccc(C#CC3(O)CCCCC3)cc21 | 4% | -6 | u | -2 | -8 | u | u | x | 1% | -4% | -0.8%
CC1CCCCC1NC(=O)C1CCCN1S(=O)(=O)c1cccc2nsnc12 (configuration not stated) | 26% | 2 | -9 | 0 | 0 | 11% | u | 2% | 1% | -17% | -1.2%
CCOc1ccc(CCNC(=O)C2CCCN(S(=O)(=O)c3c(C)n[nH]c3C)C2)cc1OCC (configuration not stated) | 2% | 18 | -3 | 7 | -9 | 2% | -4% | -1% | 2% | -5% | 0.4%
O=C(CSc1nnc(CNC(=O)c2ccccc2)o1)NCC1CCCO1 (configuration not stated) | 5% | 0 | -5 | x | 5 | 18% | 4% | -6% | 5% | -4% | -0.4%
O=S(=O)(Nc1nc(-c2ccccc2)cs1)c1cccc(C(F)(F)F)c1 | -21% | 9 | -8 | 6 | -4 | 5% | 4% | -6% | 8% | 10% | -0.5%
COCc1ccc(C(=O)Nc2cccc(S(=O)(=O)N(C)c3ccccc3)c2)cc1 | -1% | -6 | -16 | x | -3 | -5% | 0% | x | -4% | x | 0.0%
COc1ccc(NC(C)=O)cc1S(=O)(=O)N(C)Cc1c(C)nn(-c2ccccc2)c1C | -3% | -12 | -15 | x | 1 | 19% | u | x | -1% | x | -0.2%
Cc1oc2ccccc2c1CNC(=O)N(C)C | 14% | 2 | -12 | 0 | 1 | 6% | -2% | 3% | 5% | -11% | -1.2%
COCCNC(=O)c1ccc2snnc2c1 | -9% | -12 | 22 | 0 | -15 | -5% | 1% | -2% | 3% | -3% | -0.1%
CCCOP(=O)(c1ccc(N(C)C)cc1)C(Nc1ccccc1)c1ccc(N(C)C)cc1 (configuration not stated) | -13% | -21 | 21 | -5 | 1 | 2% | -10% | 0% | -12% | -14% | 0.0%
Cc1ccccc1-c1nc(CS(=O)CC(=O)NC2CCCCC2)c(C)o1 (configuration not stated) | 1% | -47 | 11 | x | 3 | -12% | -3% | 0% | -3% | x | 0.5%
NC(=O)c1cc(-c2ccccc2)nc(N2CCCCCC2)n1 | 6% | -2 | -19 | -5 | -9 | -5% | 11% | -1% | -6% | 4% | -0.8%
CCCCC[C@H]1CN(C2CCCCC2)C(=O)[C@@H]1CC(=O)NCc1ccccc1 | -11% | -6 | 7 | 0 | -9 | 5% | -12% | x | -4% | 1% | 0.5%
O=C(O)CCSc1nc2ccccc2n1Cc1ccccc1 | 21% | -17 | 8 | 2 | -3 | 1% | 6% | 3% | 0% | 2% | -0.3%
O=C(O)C/C(=C\c1cccc(NC(=O)c2ccccc2Cl)c1)c1nc2ccccc2s1 | -23% | -6 | 6 | 21 | 35 | -6% | -2% | 0% | 0% | 1% | 0.2%
COc1ccc(N2CCN(Cc3nc4scc(-c5cccs5)c4c(=O)[nH]3)CC2)cc1 | -1% | 9 | -1 | 2 | 2 | -1% | u | 8% | 2% | 1% | 0.0%
N/C(=N\c1nc2ccccc2o1)NC(=O)c1ccc(F)cc1 | 9% | 4 | -1 | 4 | -35 | -2% | u | -1% | 0% | 2% | -0.6%
CC(C)(C)c1ccc(C(=O)N/N=C/c2cccc(Cl)c2)cc1 | -10% | -4 | -3 | -2 | 3 | x | u | 0% | 2% | -15% | 0.2%
CCN(c1cccc(C)c1)S(=O)(=O)c1cc(CN2C(=O)c3cccnc3C2=O)ccc1OC | -2% | 22 | 2 | 0 | -5 | 0% | u | 0% | 4% | x | -0.2%
COC(=O)c1ccccc1NC(=O)CCCn1nc(C)c2c(C)n(-c3ccccc3)nc2c1=O | -1% | 10 | -1 | x | 7 | 3% | 0% | 5% | -1% | x | -0.1%
Cc1nc(SCC(=O)Nc2ccccc2C(F)(F)F)c(C#N)c(C)c1CC(=O)c1ccc(Br)cc1 | -9% | x | x | 7 | x | x | u | 0% | 2% | -6% | -1.5%
Cc1ccc(S(=O)(=O)Nc2ccccc2-c2nc3ccccc3[nH]c2=O)cc1 | 3% | -9 | 17 | x | 2 | -9% | 4% | x | 1% | x | -0.7%
Cc1cccc(C2NC(=O)c3ccccc3O2)c1 (configuration not stated) | -8% | 18 | 2 | 2 | -5 | 4% | 2% | 3% | 2% | 1% | -0.5%
CC1(NC(=S)Nc2ccccc2)CCS(=O)(=O)C1 (configuration not stated) | -22% | 10 | -3 | 1 | 5 | -2% | -8% | 0% | 4% | 8% | -0.3%
CCSc1nc2ccccc2n1CC(=O)OC | 5% | 2 | -2 | 2 | -17 | -6% | 2% | 0% | -2% | -2% | 0.2%
COC(=O)CN1C(=O)C2(C(C#N)=C(N)Oc3n[nH]c(-c4cccs4)c32)c2ccccc21 (configuration not stated) | x | 13 | -7 | -25 | 1 | 2% | x | 2% | x | -1% | x
Cc1nnc(Nc2ccc(Cl)cc2)n(N)c1=O | -3% | 0 | -2 | 4 | -1 | -2% | 2% | 0% | -1% | -2% | 0.1%
O=S(=O)(NC1CCCCC1)c1cccc(-c2nnc(-c3ccccc3)o2)c1 | 5% | -11 | 2 | 1 | -2 | 5% | -3% | 3% | -1% | 16% | 0.4%
COc1ccc(Nc2ccc(Cl)cc2)c(C(=O)O)c1 | -11% | -31 | 0 | 2 | -3 | -12% | u | 1% | 4% | 0% | -1.1%
c1ccc(OCCCn2nnc(-c3ccc(N4CCOCC4)cc3)n2)cc1 | 3% | -33 | 26 | 0 | -4 | 2% | -1% | -2% | -1% | -3% | -0.2%
O[C@H]1c2ccccc2[C@H](Cc2cncs2)[C@@H]1Br | 0% | 3 | -20 | x | 4 | -4% | -18% | x | -4% | x | 0.0%
O=S(=O)(c1ccc(Nc2ccc3c(c2)OCO3)nc1)N1CCOCC1 | 7% | 5 | -10 | -2 | 4 | 0% | 0% | 2% | 3% | -3% | 0.0%

Results in Chronic BCR inh, FBPA coupling cs and USP2a inh (two entries from above):
mol	Chronic BCR inh	FBPA coupling cs	USP2a inh
COC(=O)CN1C(=O)C2(C(C#N)=C(N)Oc3n[nH]c(-c4cccs4)c32)c2ccccc21 (configuration not stated)	x	-25	x
O=S(=O)(NC1CCCCC1)c1cccc(-c2nnc(-c3ccccc3)o2)c1	-3%	1	-1%

(next part)
SMILES | Eya2 inh | KCNH2 3.1 block | Giardia kill | FBPA coupling cs | hERG WT inh | uPA surface inh | Chronic BCR inh | GALK inhibitor | USP2a inh | PKM2 activator | B2AR arrestin
Cc1c(NC(=O)c2cc3nc(-c4ccc(Cl)cc4)cc(C(F)(F)F)n3n2)c(=O)n(-c2ccccc2)n1C | -12% | -5 | 7 | -2 | 11 | 1% | u | -3% | 2% | -4% | 0.3%
O=C(Nc1ccccc1)Nc1cccc(Cl)c1Cl | -4% | -10 | 14 | -5 | 4 | 0% | u | -7% | -2% | -1% | -0.2%
Cc1cc(C(=O)NNC(=O)Nc2ccccc2)no1 | -3% | -8 | -3 | 8 | -2 | -1% | -3% | 5% | 2% | -2% | -0.7%
Cc1cc(N2CCN(Cc3ccccc3)CC2)n2nc(C)c(-c3ccccc3)c2n1 | 17% | -8 | 13 | 2 | 6 | x | 6% | 0% | 5% | 5% | 0.4%
O=c1[nH]c2ccccc2c2ccccc12 | 1%&-1% | 7 | 2 | -1 | -6 | 14% | 0% | 4% | 0% | 2% | 0.2%

The order is random. About 2.4% of those tested had a hit in this group.
